Bioassay records as filed in PubChem.
RNase H inhibition = RNase H inhibition, HIV 1 Gag Pol polyprotein, FRET biochemical assay, screening (AID 372); 100,000 tested, 0.77% active; inhibition, % at 10 µM; hits with a dose series show IC50 in µM; HIV-1 RT RNase H, FRET RNA/DNA substrate fluorescence; higher % means a stronger effect; in the data active = inhibition above about 50%
Active calls of the source: *; & = joins results of further samples. An excerpt (hit frequency here may not be typical).

# | compound | RNase H inhibition
1 | CS(=O)(=O)N(CC(=O)NCc1ccccn1)c1ccc(Cl)cc1 | 1%
2 | COc1ccc(Cl)cc1NC(=O)c1c(O)c2ccccc2n(CC(C)C)c1=O | 9%
3 | O=C1CCCC/C1=C/Nc1ccc(-c2ccc(N/C=C3\CCCCC3=O)cc2)cc1 | 0%
4 | O=C(Nc1nc(-c2ccccc2)c(-c2ccc([N+](=O)[O-])cc2)s1)C(c1ccccc1)c1ccccc1 | 30%
5 | Brc1ccc(CSc2nnc(-c3ccccc3)o2)cc1 | 0%
6 | Nc1ccc(S(=O)(=O)Nc2nccc(/C=C/c3ccccc3F)n2)cc1 | 9%
7 | O=[N+]([O-])c1cc([N+](=O)[O-])c(N2CCCCCC2)cc1Cl | 14%
8 | C=CCN1C(=O)/C(=C\c2ccc(N(C)C)c(Br)c2)C(=O)NC1=S | 0%
9 | CCOC(=N/C(=N/S(=O)(=O)c1ccc(Cl)cc1)c1ccccc1)SC | 9%
10 | O=C(Nc1ccc([N+](=O)[O-])c(NC(=O)c2ccccc2F)c1)c1ccccc1F | 12%
11 | O=C(Nc1ncc(S(=O)(=O)c2ccc([N+](=O)[O-])cc2)s1)c1ccccc1Cl | 54%*
12 | C(/C=C/c1ccco1)=N/N1CCN(c2ccccc2)CC1 | 6%
13 | O=C(N/N=C/c1cccs1)c1cc(C2CC2)[nH]n1 | 8%
14 | CC(=O)CCc1c(C)nc2ccc(Br)cc2c1Cl | 2%
15 | CCc1ccccc1NC(=O)c1ccc(SC)cc1OC | 31%
16 | COc1cccc(C2NC(=O)NC(C)=C2C(=O)Nc2cccc(Cl)c2)c1 (stereo unspecified) | 5%
17 | Cc1cc2nc(-c3cccc(NC(=O)/C=C/c4ccco4)c3)oc2cc1C | 12%
18 | COC(=O)n1ccc(C(=O)Nc2ccc(C)cc2C)n1 | 3%
19 | CCOc1ccc(OCCCCOc2ccc([N+](=O)[O-])cc2)cc1 | 15%
20 | COc1ccc(CN2CCN(Cc3ccccc3Cl)CC2)c2ccccc12 | 9%
21 | O=C(Cc1ccccc1)N/N=C/c1cc(I)c(O)c(I)c1 | 2%
22 | COc1ccccc1/C=C1\SC(=S)N(C(CCSC)C(=O)O)C1=O (stereo unspecified) | 0%
23 | Cn1c2c(c(=O)n(C)c1=O)C(c1ccccc1)C1=C(N2)c2ccccc2C1=O (stereo unspecified) | 0%
24 | Cc1ccc(/C(O)=C2/C(=O)C(=O)N(CCCn3ccnc3)C2c2ccc(Cl)cc2)cc1 (stereo unspecified) | 3%
25 | O=C(NC(=S)Nc1ccccn1)c1ccccc1I | 23%
26 | COC(=O)c1c(NC(=O)c2cccc([N+](=O)[O-])c2)sc(C)c1C | 13%
27 | O=C(Nc1ccc2nn(-c3cccc([N+](=O)[O-])c3)nc2c1)c1cccs1 | 0%
28 | C/C=C/c1ccc(OCCOc2cc(C=O)ccc2OC)c(OC)c1 | 22%
29 | COC(=O)c1ccccc1NC(=O)CN(c1ccc(OC)cc1)S(C)(=O)=O | 0%
30 | COc1ccc(Cl)cc1N(CC(=O)NCCSc1ccc(Cl)cc1)S(C)(=O)=O | 23%
31 | O=C(CCc1ccc(Oc2cc([N+](=O)[O-])cc([N+](=O)[O-])c2)cc1)NCC1CCCO1 (stereo unspecified) | 3%
32 | CCOc1ccccc1OCCCCOc1cc(C)ccc1Cl | 5%
33 | CCOC(=O)c1c(NC(=O)c2ccccc2F)sc(C(=O)Nc2cc(C)ccc2C)c1C | 23%
34 | COc1ccc(C(=O)NC(=S)Nc2cccc(C)c2)cc1Cl | 7%
35 | Cc1ccc(C2C(/C=C3\SC(=S)NC3=O)=C(c3cccs3)Oc3ccccc32)cc1 (stereo unspecified) | 29%
36 | CCCN1C(=O)/C(=C\c2ccc3c(c2)OCO3)SC1=S | 5%
37 | O=C(CC(=O)c1ccccc1)Nc1cc(C(=O)O)ccc1Cl | 8%
38 | O=C1NCC(c2ccccc2)C1C(=O)N/N=C\c1cc(Cl)ccc1O (stereo unspecified) | 14%
39 | COc1ccc(CN2C(=O)NC(=O)/C(=C\c3ccc(O)c(OC)c3)C2=O)cc1 | 6%
40 | C=CCOc1ccc(/C=C2\SC(=Nc3cccc(Cl)c3Cl)NC2=O)cc1Br | 39%
41 | Cc1cccc(OCCOCCN2CCC(C)CC2)c1C | 5%
42 | COC(=O)c1ccccc1NC(=S)NC(NC(=O)C(C)C)C(Cl)(Cl)Cl (stereo unspecified) | 28%
43 | O=C1/C(=C\c2ccc(-c3ccc(Br)cc3)o2)SC(=S)N1c1cccc(O)c1 | 41%
44 | O=C(COc1ccc2ccccc2c1)N1CCN(c2ccccn2)CC1 | 17%
45 | CCc1ccc(NC(=O)c2nn3c(C(F)(F)F)cc(-c4ccccc4)nc3c2Br)cc1 | 3%
46 | CNCC(=O)N1c2ccccc2CCc2ccc(NC(=O)OC)cc21 | 13%
47 | OCCOc1ccc(C2=NCCO2)cc1 | 7%
48 | O=[N+]([O-])c1ccc(Oc2cc(C(F)(F)F)ccc2Cl)cc1O | 14%
49 | Cc1ccc(CC/C=N/N=C2\NC(=O)CS2)o1 | 9%
50 | CCn1c(C)[n+](CC(O)CS(=O)(=O)[O-])c2cc(Cl)c(Cl)cc21 (stereo unspecified) | 8%
51 | COc1ccc(C=Nc2ccc(Sc3ccc([N+](=O)[O-])cc3)cc2)cc1OC | 19%
52 | S=c1[nH]ncn1/N=C/c1ccc(Br)cc1 | 3%
53 | Cc1cccc(NC(=O)/C=C/c2ccc3c(c2)OCO3)c1 | 11%
54 | CC(=O)Nc1ccc(N/C=C(\C#N)c2nc(-c3ccccc3)cs2)cc1 | 4%
55 | N#C/C(=C\c1ccc(-c2cc(Cl)ccc2Cl)o1)C(=O)N1CCOCC1 | 4%
56 | COc1ccc(/C=C2\SC(=O)N(CCC(=O)N3CCN(C)CC3)C2=O)cc1 | 3%
57 | OC(COCCC12CC3CC(CC(C3)C1)C2)CN1CCSCC1 (stereo unspecified) | 13%
58 | CCC(CC)NC(=O)c1ccc(Cl)cc1[N+](=O)[O-] | 15%
59 | O=S(=O)(Nc1nc2ccccc2nc1N1CCCCC1)c1ccccc1 | 0%
60 | O=C(COCC(=O)N1CCOCC1)NCC(=O)N1CCOCC1 | 11%

(list continues)
# | compound | RNase H inhibition
61 | CCOc1ccccc1C1C(C#N)=C(N)Oc2cc(O)c(Cl)cc21 (stereo unspecified) | 10%
62 | CCOc1c(I)cc(C=C2C(=O)N(C)C(=O)N(C)C2=O)cc1OC | 0%
63 | O=C(N/N=C/c1ccccc1O)c1ccccc1Cl | 1%
64 | Cc1cccc(OCCOC(=O)Nc2ccc(Cl)c(Cl)c2)c1 | 46%
65 | CCOC(=O)C1=C(C)N=c2s/c(=C\c3ccc(-c4ccc([N+](=O)[O-])cc4C)o3)c(=O)n2C1c1cc(OC)ccc1OC (stereo unspecified) | 17%
66 | CC(C)(C)c1ccc(Oc2ccc(NC(=O)CCCC(=O)O)cc2)cc1 | 7%
67 | CC/C(=N\NC(N)=O)C1CC(C(C)C)CC=C1C (stereo unspecified) | 23%
68 | CCCCNCCCCCOc1cc(C)cc(C)c1 | 8%
69 | O=C(Oc1ccc(N(C(=O)c2ccccc2)S(=O)(=O)c2cccc([N+](=O)[O-])c2)cc1Cl)c1ccccc1 | 14%
70 | Cc1ccc(SCCNS(=O)(=O)c2ccc(C)c([N+](=O)[O-])c2)cc1 | 23%
71 | COc1ccccc1C(NC(=O)C(C)C)c1ccc2cccnc2c1O (stereo unspecified) | 8%
72 | O=C1C(Cl)=C(NCc2ccccc2)C(=O)N1c1cccc(Cl)c1Cl | 4%
73 | Cc1ccc(C(=O)NC(=S)Nc2ccccc2F)cc1[N+](=O)[O-] | 15%
74 | CCCC(C)C(=O)Nc1ccc(Cl)c(Cl)c1 (stereo unspecified) | 0%
75 | COc1ccc(CC(=O)Nc2ccc(-c3nc4ccccc4o3)c(O)c2)cc1OC | 15%
76 | COCCNC(=O)CN(c1ccc(OC)cc1)S(=O)(=O)c1ccc(C)c([N+](=O)[O-])c1 | 12%
77 | COc1ccc(CNC2CCCCCC2)cc1C | 14%
78 | CN(C)c1ccc(N/C(N)=N/c2nc(C(F)(F)F)cc(=O)[nH]2)cc1 | 12%
79 | CCOc1ccc(Nc2cc(=O)n(C)c(=O)n2C)cc1 | 9%
80 | COc1ccccc1C(=O)Oc1ccc2c(c1)C(C)=CC(C)(C)N2 | 0%
81 | COc1ccc(/C(C)=N/NC(=O)CCC(=O)Nc2ccccc2C)c(OC)c1 | 9%
82 | COc1cc(C2C(C#N)=C(N)Oc3c2[nH]c(=O)[nH]c3=O)cc(OC)c1OC (stereo unspecified) | 3%
83 | Cc1ccc(S(=O)(=O)N2CCN(S(C)(=O)=O)C2C(C)C)cc1 (stereo unspecified) | 1%
84 | Cc1ccc(C(C)C)c(OCC(=O)Nc2cccc3nsnc23)c1 | 39%
85 | N#C/C(=C\c1ccco1)c1nc(-c2ccc(Cl)c(Cl)c2)cs1 | 11%
86 | Cc1ccc(C)c(-n2[nH]c3c4c(ccc3c2=O)C(=O)c2ccccc2C4=O)c1 | 10%
87 | C=CCSc1nc(-c2ccccc2)ccc1C#N | 30%
88 | COc1ccc(NC(=O)c2cc3ccc4c5ccccc5[nH]c4c3cc2O)cc1 | 49%
89 | Cc1ccc(S(=O)(=O)N2CCN(c3ccccc3)CC2)cc1C | 8%
90 | Cc1ccc(OCC(=O)Nc2nc(-c3ccccc3)cs2)cc1C | 10%
91 | Cn1nc(-c2ccc(Br)cc2)cc1N | 0%
92 | CC1(C)CC(=O)C2=C(C1)Nc1ccccc1N(C(=O)Cc1ccccc1)C2c1cccc(O)c1 (stereo unspecified) | 14%
93 | O=C(O)C(=Nc1cccc2ccccc12)c1ccccc1 | 19%
94 | CCOC(=O)c1cc2c3c(c1)C1C=CCC1C(c1ccc([N+](=O)[O-])cc1)N3CC1CC=CC21 (stereo unspecified) | 35%
95 | Oc1ccc(/C=N/Nc2cc(N3CCCC3)nc(N3CCCC3)n2)cc1 | 11%
96 | O=C(O)C(Cc1ccccc1)N1C(=O)/C(=C/c2ccc(Br)cc2)SC1=S (stereo unspecified) | 14%
97 | CCOC(=O)C1=C(C)N=c2s/c(=C\c3ccc(OCc4ccc(Cl)cc4Cl)c(OCC)c3)c(=O)n2C1c1ccc(C)cc1 (stereo unspecified) | 14%
98 | O=C(O)CCCCCN1C(=O)/C(=C/c2c(F)cccc2Cl)SC1=S | 3%
99 | N#Cc1ccc(Oc2ccc(OC(=O)c3ccc(Br)cc3)cc2)cc1 | 12%
100 | COc1ccccc1NS(=O)(=O)c1ccc(C(C)(C)C)cc1 | 4%
101 | Cn1ccnc1/C=C(/OC(=O)c1ccccc1)c1ccccc1 | 6%
102 | N#Cc1cccc(N=Cc2ccc([N+](=O)[O-])s2)c1 | 12%
103 | CCOC(=O)Cc1cc(-c2ccc(OC)cc2)nc2ccc3ccccc3c12 | 7%&3%
104 | COc1ccc(OC)c(NC(=O)c2ccc(C)cc2)c1 | 11%
105 | CCCc1cc(=O)[nH]c(SCC(=O)Nc2ccccc2C(F)(F)F)n1 | 21%
106 | OC1(C#Cc2ccccc2)CCN(Cc2ccccc2)CC1 | 10%
107 | O=C(O)COc1c(Cl)cc(/C=C2\SC(=O)N(c3ccccc3)C2=O)cc1Cl | 10%
108 | O=[N+]([O-])c1ccc(-n2ncnc2-c2ccc(Cl)cc2Cl)cc1 | 15%
109 | O=C(O)c1ccccc1OCC(O)Cn1cnc2ccccc21 (stereo unspecified) | 3%
110 | CC(C)OC(=O)c1c(NC(=O)c2c(F)c(F)c(F)c(F)c2F)sc2c1CCCC2 | 9%
111 | C=CCOC(=O)C1=C(C)N(CC)C(=O)NC1c1ccc([N+](=O)[O-])cc1 (stereo unspecified) | 57%*
112 | COc1ccc(-c2nnnn2C)cc1S(=O)(=O)Nc1ccc(Br)cc1 | 3%
113 | N#CC(C#N)=C1CCCN1CC(=O)c1ccccc1 | 13%
114 | Cc1ccccc1NC(=O)N1CCOCC1 | 0%
115 | O=C(Nc1ccc(Cl)cc1)O/N=C\c1ccc(Br)cc1 | 29%
116 | CC(=O)c1ccc(OCCOc2ccc(C#N)cc2)cc1 | 25%
117 | CCCOc1ccc(C2C(C(=O)OCCOCC)=C(C)NC3=C2C(=O)CCC3)cc1OC (stereo unspecified) | 6%
118 | Cc1c(NC(=O)CC2CCC2)c(=O)n(-c2ccccc2)n1C | 15%
119 | Cc1onc(-c2ccccc2)c1C(=O)NCc1cccnc1 | 5%
120 | CCOc1ccccc1C(=O)Nc1cc(C(F)(F)F)ccc1Cl | 22%

The list continues.
# | compound | RNase H inhibition
121 | CCCS(CCC)=C(C(=O)OC)[N+](=O)[O-] | 0%
122 | O=C1c2ccc(-c3nc4ccccc4c(=O)o3)cc2C(=O)N1c1ccc(Cl)cc1 | 3%
123 | COc1ccc(CC(=O)Nc2cccc(C(=O)NCC(C)C)c2)cc1 | 4%
124 | N#C/C(=C\c1cc2c(cc1Br)OCO2)C(=O)Nc1ccccc1 | 23%
125 | O=S1(=O)CC=C(CSc2nc3ccccc3[nH]2)C1 | 1%
